# Screening results: PubChem, The Scripps Research Institute Molecular Screening Center
# CHO-K1 Ca antag: nonselective inhibitor or artifact in parental CHO-K1 cells; ATP-induced calcium, Fluo-8 fluorescence; inhibition, % at 3 µM; 360,000 compounds, 0.6% hits; AID 602250;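 active = inhibition above a per-plate cutoff, the plate's mean sample inhibition plus 3 SD, cut at about 24% in these data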;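 note: 0% = DMSO plus EC80 ATP and 100% = DMSO alone without ATP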
# CHRM5 PAM: CHRM5 positive allosteric modulation; CHO-K1 hM5, Fluo-8 calcium, ACh EC20 PAM; 0% = ACh EC20, 100% = ACh EC100; activation, % at 3 µM; 360,000 compounds, 0.3% hits; AID 624038;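 active = activation above the run cutoff, the mean activation of all test compounds plus 3 SD, cut at about 18% in these data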
# Target sequence (P08912 whole entry, looked up): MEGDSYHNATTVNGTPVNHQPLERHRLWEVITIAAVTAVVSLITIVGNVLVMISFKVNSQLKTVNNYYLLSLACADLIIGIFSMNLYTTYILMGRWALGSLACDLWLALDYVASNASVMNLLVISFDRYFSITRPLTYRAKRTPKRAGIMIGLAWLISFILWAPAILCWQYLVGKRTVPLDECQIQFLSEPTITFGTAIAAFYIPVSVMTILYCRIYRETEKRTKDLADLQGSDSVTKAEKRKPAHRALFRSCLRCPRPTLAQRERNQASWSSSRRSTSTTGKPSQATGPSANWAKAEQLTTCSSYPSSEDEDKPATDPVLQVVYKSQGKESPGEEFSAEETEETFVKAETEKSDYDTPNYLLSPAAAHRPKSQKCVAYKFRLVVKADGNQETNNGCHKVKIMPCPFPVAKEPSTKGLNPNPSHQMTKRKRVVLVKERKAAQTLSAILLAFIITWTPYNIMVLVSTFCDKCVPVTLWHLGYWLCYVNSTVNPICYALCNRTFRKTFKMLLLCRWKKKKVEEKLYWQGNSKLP
#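 System – CHO-K1 hM5 cells · Compound – 3 µM, single dose · Incubation – compound preincubation 140 s before EC20 acetylcholine addition · Technique – Fluo-8 calcium fluorescence · Measure – Max/basal fluorescence ratio as % of EC20–EC100 ACh window · Benchmarks – low control EC20 acetylcholine (0%), high control EC100 acetylcholine (100%) · Replication – singlicate, one well per test compound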
# M4 antag: CHRM4 antagonism in calcium assay; P08173; CHO-hM4 cells, ACh EC80, Fluo-8 calcium fluorescence; inhibition, % at 3 µM; 360,000 compounds, 0.73% hits;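 active = inhibition above its plate's cutoff, the mean inhibition of sample wells plus 3 SD, cut at about 27% in these data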;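 note: 0% = acetylcholine EC80 with DMSO and 100% = DMSO without agonist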
# Target sequence (P08173 whole entry, looked up): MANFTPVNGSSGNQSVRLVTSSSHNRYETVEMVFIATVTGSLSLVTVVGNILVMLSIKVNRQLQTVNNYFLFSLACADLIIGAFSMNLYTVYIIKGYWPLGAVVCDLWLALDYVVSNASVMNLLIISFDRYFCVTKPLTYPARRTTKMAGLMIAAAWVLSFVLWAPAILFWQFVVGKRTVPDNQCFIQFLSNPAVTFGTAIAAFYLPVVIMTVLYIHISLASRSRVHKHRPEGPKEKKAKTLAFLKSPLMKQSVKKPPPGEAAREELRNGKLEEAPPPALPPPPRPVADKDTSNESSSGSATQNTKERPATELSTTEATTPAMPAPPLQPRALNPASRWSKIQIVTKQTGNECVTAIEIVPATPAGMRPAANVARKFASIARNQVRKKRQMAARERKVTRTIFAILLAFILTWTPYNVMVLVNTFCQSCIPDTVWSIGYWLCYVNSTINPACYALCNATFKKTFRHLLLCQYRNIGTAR
# M5 ag: agonists of human muscarinic M5 receptor (CHRM5); P08912; CHO-K1 hM5 cells, Fluo-8 calcium fluorescence; 0% DMSO wells, 100% maximal acetylcholine response; activation, % at 3 µM; 360,000 compounds, 0.19% hits; AID 624037;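 active = activation above the run's mean over test compounds plus 3 SD, cut at about 23% in these data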;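 note: signal is peak over basal fluorescence ratio across the kinetic read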
# M4 ag: agonists of human muscarinic M4 receptor (CHRM4) | AID 624127 | P08173 | 360,000 compounds, 0.14% hits | activation, % at 3 µM | CHO-K1 hM4/Gqi5, Fluo-8 calcium fluorescence; vehicle 0%, full acetylcholine response 100%;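 active = activation above the run mean over all test wells plus 3 SD, cut at about 32% in these data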;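 note: peak over basal fluorescence ratio per well then scaled between controls; 0% = DMSO wells and 100% = acetylcholine at EC100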
# M1 PAM parental: counter-screen for M1 PAMs: effect in parental CHO-K1 cells; ATP EC20, Fluo-8 calcium fluorescence; 0% at ATP EC20, 100% at ATP max; activation, % at 3 µM; 360,000 compounds, 0.02% hits;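 active = activation above the run cutoff, the mean activation of all test compounds plus 3 SD, cut at about 40% in these data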;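 note: peak over basal fluorescence ratio in a 140 s read after ATP addition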
# M4 PAM: positive allosteric modulators of human muscarinic M4 receptor; activation, % at 3 µM; P08173; 360,000 compounds, 0.4% hits; CHO-K1 hM4/Gqi5, Fluo-8 calcium fluorescence, ACh EC20; 0% = ACh EC20, 100% = maximal ACh; AID 624126;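 active = activation above its plate's cutoff, the mean activation of sample wells plus 3 SD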; note: some results filed as inactive read as strong as hits
# CHRM5 antagonist: blocks acetylcholine activation of human M5 receptor; P08912; CHO-hM5 cells, Fluo-8 calcium fluorescence, ACh EC80; inhibition, % at 3 µM; 360,000 compounds, 0.59% hits;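 active = inhibition above a per-plate cutoff, the mean of that plate's test compounds plus 3 SD, cut at about 27% in these data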;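 note: 0% = acetylcholine EC80 with DMSO and 100% = DMSO without agonist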
# CHO-K1 Ca ag: nonselective activator or artifact in parental CHO-K1 cells | Fluo-8 calcium fluorescence; scaled to maximal ATP response, vehicle zero | activation, % at 3 µM | 360,000 compounds, 0.48% hits; in the data active = activation above about 15%;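 note: untransfected CHO-K1 host cells lacking M1 receptor as counterscreen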
# * marks the source's active call; other numbers are inactive results. Compounds as they come, and some 2.7% of all compounds hit somewhere here.
1: CNS(=O)(=O)c1ccc(NC(=O)c2ccoc2C)cc1
2: CSc1ccc(CN(C)C(=O)C(c2ccccc2)c2ccccc2)cc1
3: CC[N+]1(CC(O)COC2CC(C)CC(C)(C)C2)CCOCC1 (centres undefined)
4: Cc1ccc(OCC(=O)NNC(=O)c2cccnc2)cc1
5: COc1ccc(CCC(=O)OC(C)C(=O)c2ccc(C)cc2)cc1 (centres undefined)
6: CC1=C(C(=O)OCC2CCCO2)C(c2ccc(O)cc2)NC(=O)N1 (centres undefined)
7: O=C(NCC1CCCO1)c1cccc(N2CCCC2=O)c1 (centres undefined)
8: O=C(CN1C(=O)COc2ccccc21)N(Cc1cccnc1)Cc1cccc(F)c1
9: O=[N+]([O-])c1cccc(/C=N/NC2=NCCCCC2)c1
10: O=C(NCC(=O)N1CCCCCC1)c1ccc(OC(F)F)cc1

Assay by compound	1	2	3	4	5	6	7	8	9	10
M4 ag	2	5	0	0	-2	0	1	6	1	0
M4 antag	-1	1	29*	0	0	4	-1	4	-7	6
CHO-K1 Ca antag	-1	-1	-5	-6	1	-8	8	-8	-6	17
CHRM5 antagonist	-6	3	7	-1	-1	-12	-5	6	4	0
M4 PAM	1	-11	-33	3	2	1	2	1	6	-5
CHO-K1 Ca ag	0.2	0.9	0.1	0.0	-0.1	0.1	-0.2	3.5	0.2	0.0
CHRM5 PAM	6	-3	-6	2	-7	5	7	-5	-4	-4
M1 PAM parental	12	19	4	15	14	13	3	18	18	5
M5 ag	2	-2	-18	-3	-5	-4	-1	3	-10	-1

11: COc1ccc(-c2cc(=O)oc3c(C)c(OCC(=O)N(C)C)ccc23)cc1
12: CC1(C)NC(=O)N(CC(=O)OCC(=O)Nc2sccc2C#N)C1=O
13: C=CCN(c1ccc(Cl)cc1)S(=O)(=O)c1cccc(C(=O)O)c1
14: CCOc1ccc(CNC(=O)C2CCN(C(=O)N3CC(C)Oc4ccccc43)CC2)cc1 (centres undefined)
15: Cc1cc(C)c(C#N)c(SCc2ccccc2[N+](=O)[O-])n1
16: COCCN(C(=O)COC(=O)CCOc1cc(C)ccc1C)c1c(N)n(Cc2ccccc2)c(=O)[nH]c1=O
17: Cc1ccc(CN2CCN(Cc3cc(=O)c4ccccc4[nH]3)CC2CCO)o1 (centres undefined)
18: CCOC(=O)NC(=O)CSc1ccc2ccccc2n1
19: Cc1cc(NC(=O)c2cc(-c3cccnc3)nc3c(C)c(C)ccc23)no1
20: CCn1c2ccccc2c2nnc(SCC(N)=O)nc21

Assay by compound	11	12	13	14	15	16	17	18	19	20
M4 ag	2	2	2	1	-1	2	1	-2	1	1
M4 antag	-6	7	-2	-14	4	-10	6	-4	4	6
CHO-K1 Ca antag	-11	-7	1	-3	0	-18	-6	-14	-5	-4
CHRM5 antagonist	5	10	2	-3	9	-9	2	-3	9	9
M4 PAM	-4	0	16	4	1	9	-3	14	0	6
CHO-K1 Ca ag	1.5	1.2	-0.4	0.4	0.1	0.7	0.5	-0.6	0.6	7.3
CHRM5 PAM	-6	7	18	2	-6	2	8	0	5	-2
M1 PAM parental	12	8	-1	18	-2	17	11	-6	19	20
M5 ag	2	-2	3	-2	-5	-1	-3	-3	-4	0

21: CCC(=O)N1CCN(c2ccc(NC(=S)NC(=O)COc3ccccc3)cc2)CC1
22: CS(=O)(=O)N(CC(=O)N1CCN(c2ccccc2)CC1)Cc1ccc(Cl)cc1
23: CCCNC(=O)C1(C)CCCN(CCC(=O)c2ccccc2)C1 (centres undefined)
24: O=S(=O)(CCc1ccccc1)CS(=O)(=O)CCc1ccccc1
25: O=C(c1cc2nc(-c3ccccc3)cc(C(F)(F)F)n2n1)N1CCOCC1
26: CCc1nnc(NC(=O)C(c2ccccc2)c2ccccc2)s1
27: Brc1ccccc1OCCCN1CCCCCC1
28: CCC(=O)N1CCc2cc(S(=O)(=O)CCC(=O)NCc3ccc(OC)cc3)ccc21
29: O=c1c2ccccc2nc(/C=C/c2cccc([N+](=O)[O-])c2)n1CCO
30: CN(C)S(=O)(=O)c1cccc(COC(=O)CN2C(=O)NC3(CCCC3)C2=O)c1

Assay by compound	21	22	23	24	25	26	27	28	29	30
M4 ag	16	4	1	1	2	1	3	2	3	3
M4 antag	18	6	-13	-6	-5	-16	-2	-12	-5	8
CHO-K1 Ca antag	2	-10	-7	-12	-16	-4	-21	0	-13	1
CHRM5 antagonist	11	-3	3	-1	-1	9	-2	11	23	14
M4 PAM	-29	-9	4	0	15	10	6	6	3	-2
CHO-K1 Ca ag	15	3.8	0.3	0.7	0.0	0.7	1.4	0.7	0.8	1.9
CHRM5 PAM	-16	1	1	-2	1	-4	-3	-5	-11	-3
M1 PAM parental	-5	14	-6	0	7	12	22	-6	14	-10
M5 ag	8	5	-1	3	0	-1	-9	-2	-3	-3

31: CCCCn1c(SCC(=O)N2CCCCC2C)nc2cc(S(N)(=O)=O)ccc21 (centres undefined)
32: COc1ccccc1C(CNC(=O)CCNS(=O)(=O)c1ccc(Br)cc1)N1CCCC1 (centres undefined)
33: O=C(Nc1ccc(C(F)(F)F)cc1)c1ccccc1
34: CC(C(=O)N1CC2(C)CC1CC(C)(C)C2)N1C(=O)c2ccccc2C1=O (centres undefined)
35: CC(C)CC[n+]1ccccc1/C=C/c1ccc(N(C)C)cc1
36: C=C[C@@H]1c2ccccc2N(S(=O)(=O)c2ccc(C)cc2)[C@H](c2ccccc2C(F)(F)F)C1(C#N)C#N
37: COc1ccc(C(=O)COc2ccc(C(C)=O)cc2OC)cc1OC
38: Cc1ccc(NC(=O)C2CCN(S(=O)(=O)c3c(C)n[nH]c3C)CC2)nc1
39: O=C(OCCN=C1NS(=O)(=O)c2ccccc21)c1cccs1
40: O=C(Cn1ncc2c1-c1ccccc1OC2)N(Cc1ccco1)C1CCCCC1

Assay by compound	31	32	33	34	35	36	37	38	39	40
M4 ag	0	0	3	0	6	0	4	2	1	3
M4 antag	-1	-1	3	20	21	-5	-7	-4	3	-3
CHO-K1 Ca antag	-7	3	-12	16	12	7	-5	-3	1	-1
CHRM5 antagonist	-1	8	7	-1	29*	3	2	-1	1	1
M4 PAM	-1	1	-6	-2	-8	5	0	-8	-9	-4
CHO-K1 Ca ag	0.6	-0.1	0.9	0.1	6.2	3.8	0.7	0.0	9.5	0.4
CHRM5 PAM	0	-4	-6	-3	-6	1	2	-1	-4	-2
M1 PAM parental	20	-2	3	-5	-5	-7	6	8	16	2
M5 ag	-2	-10	-7	0	4	-1	4	-1	-2	1

# Reformatted: four of the compounds above
32: COc1ccccc1C(CNC(=O)CCNS(=O)(=O)c1ccc(Br)cc1)N1CCCC1 (centres undefined)
  M4 ag: 0
  M4 antag: -1
  CHO-K1 Ca antag: 3
  CHRM5 antagonist: 8
  M4 PAM: 1
  CHO-K1 Ca ag: -0.1
  CHRM5 PAM: -4
  M1 PAM parental: -2
  M5 ag: -10
31: CCCCn1c(SCC(=O)N2CCCCC2C)nc2cc(S(N)(=O)=O)ccc21 (centres undefined)
  M4 ag: 0
  M4 antag: -1
  CHO-K1 Ca antag: -7
  CHRM5 antagonist: -1
  M4 PAM: -1
  CHO-K1 Ca ag: 0.6
  CHRM5 PAM: 0
  M1 PAM parental: 20
  M5 ag: -2
39: O=C(OCCN=C1NS(=O)(=O)c2ccccc21)c1cccs1
  M4 ag: 1
  M4 antag: 3
  CHO-K1 Ca antag: 1
  CHRM5 antagonist: 1
  M4 PAM: -9
  CHO-K1 Ca ag: 9.5
  CHRM5 PAM: -4
  M1 PAM parental: 16
  M5 ag: -2
40: O=C(Cn1ncc2c1-c1ccccc1OC2)N(Cc1ccco1)C1CCCCC1
  M4 ag: 3
  M4 antag: -3
  CHO-K1 Ca antag: -1
  CHRM5 antagonist: 1
  M4 PAM: -4
  CHO-K1 Ca ag: 0.4
  CHRM5 PAM: -2
  M1 PAM parental: 2
  M5 ag: 1

# Next section:
41: CN(Cc1cn(C)nc1-c1ccccc1F)CC1CCN(Cc2ccccc2)CC1
42: COCC(=O)N(CCc1ccc(OC)cc1)Cc1nc2ccccc2c(=O)[nH]1
43: c1coc(CNc2nc3sc4c(c3c3ncnn23)CCCC4)c1
44: Cc1ccc(S(=O)(=O)N2C(=O)C(c3ccccc3)SC2=Nc2ccccc2)cc1 (centres undefined)
45: O=C(Nc1cccc(-c2cccc(Cl)c2)c1)C1CCN(CC2CCOC2)CC1 (centres undefined)
46: Cc1cc(C)c(S(=O)(=O)c2ccc(Cl)cc2C)c(Cl)n1
47: CCC(C)NC(=O)c1ccc2nc(-c3ccc(OC)c(OC)c3)c(-c3ccc(OC)c(OC)c3)nc2c1 (centres undefined)
48: CCN(C(=O)COC(=O)/C=C/c1ccco1)C1CCCCC1
49: COCCNC(=S)N1CCN(C(c2ccccc2)c2ccccc2)CC1
50: CCOC(=O)N1CCN(c2c(NCc3ccccc3Cl)c(=O)c2=O)CC1

Assay by compound	41	42	43	44	45	46	47	48	49	50
M4 ag	2	1	2	0	8	-1	4	0	2	-1
M4 antag	0	-8	-4	-1	-5	0	-9	-18	-1	1
CHO-K1 Ca antag	-4	-7	12	-15	-8	-6	-11	-26	-11	-15
CHRM5 antagonist	0	-1	-15	-13	0	4	-8	2	3	-3
M4 PAM	-4	1	11	9	0	4	4	4	-2	-2
CHO-K1 Ca ag	0.1	0.4	-0.3	0.4	5.9	0.5	1.2	-0.5	0.5	0.1
CHRM5 PAM	6	-1	9	-1	0	-4	9	-1	-4	11
M1 PAM parental	-14	14	-3	22	7	20	17	12	4	17
M5 ag	-13	-1	-4	-3	-6	-6	2	-1	-9	3

51: C#CCCOC(=O)N1C2=NC(C(=O)OC)=C(C(=O)OC)[C@@H]3N(CC=C)c4ccccc4[C@]23C[C@H]1C(=O)OC
52: CC(=O)c1cccc(NC(=O)Nc2ccccc2)c1
53: CN1CCN(c2ccc(S(=O)(=O)N3CCCCC3)cc2NC(=O)Cc2ccc(Cl)cc2)CC1
54: O=S(=O)(NC1CC1)c1ccc(S(=O)(=O)N2CCCC(c3nc(-c4cccnc4)no3)C2)cc1 (centres undefined)
55: Cc1cccc(NS(=O)(=O)c2ccc(C(=O)NCCCN3CCCC3=O)cc2)c1C
56: CC(=O)c1cccc(NC(=S)N2CCN(c3ccccn3)CC2)c1
57: Cc1ccc(C(c2sc3ncnn3c2O)N2CCCCC2)cc1 (centres undefined)
58: CCCCn1c(N)c(N(CC)C(=O)c2cccc(S(=O)(=O)N3CCCc4ccccc43)c2)c(=O)[nH]c1=O
59: CCCCc1nc2cc(C(=O)NCCc3cnn(C)c3)ccc2o1

Assay by compound	51	52	53	54	55	56	57	58	59
M4 ag	3	8	5	16	4	4	0	1	0
M4 antag	-3	-3	9	5	-8	16	-3	-9	5
CHO-K1 Ca antag	-13	11	9	-7	5	-1	5	4	0
CHRM5 antagonist	3	6	5	-6	3	4	5	10	0
M4 PAM	1	-6	-8	-20	-5	-4	1	5	-1
CHO-K1 Ca ag	0.6	1.0	0.7	7.2	2.3	3.4	0.1	-0.1	0.5
CHRM5 PAM	11	-3	-1	-9	-7	-3	0	-5	2
M1 PAM parental	-1	-8	1	6	-4	5	3	12	-5
M5 ag	4	0	2	0	2	-2	-1	0	2

# Taken from above:
# compound 58 | M4 ag = 1
# compound 53 | CHO-K1 Ca ag = 0.7
# compound 59 | M4 antag = 5
